# Assay outcomes from PubChem.
# aSyn tox rescue = qHTS of alpha-syn Inhibitors: NCGC Sytravon Library Screen; S. cerevisiae alpha-synuclein toxicity rescue, BacTiter-Glo growth, 24 h; Potency, µM (series often up to 46.1 µM), for the others: top-dose growth rescue (activation), actives largely listed as activators; 94,000 compounds, 0.02% hits; active = well fitted activation curve with a large enough effect; inconclusive = small, poorly fitted or top-dose-only effect; also: 0% is about no effect
#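 Growth restoration measured by BacTiter-Glo luminescence after 24 hr at 30 deg C; alpha-synuclein yeast, raffinose-pregrown to mid-log, were added at OD600=0.02 in galactose medium onto pinned compounds.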
# Starred values were filed as active, the others as inactive; ? = inconclusive. Potency is read from the fitted curve at half-maximal effect. Not all compounds are listed (hit frequency here may not be typical).
SMILES,aSyn tox rescue
Cc1cc(C)cc(NC(=O)CN2C(=O)c3ccccc3Sc3ncccc32)c1,-5.0%
Cc1oc2c(C)c3oc(=O)c(CCC(=O)N4CCCCC4)c(C)c3cc2c1C,-10.5%
O=c1c(OCc2ccccc2)cccn1Cc1ccccc1,-21.3%
Cc1cc(N2CCN(C)CC2)ccc1NC(=O)c1ccc(-c2ccc(Cl)cc2)o1,8.7%
COC(=O)c1sccc1S(=O)(=O)N(CC(=O)Nc1cccc(C)c1C)c1ccc(C)c(C)c1,7.6%
NC1=NN=C(N2N=C(c3ccco3)CC2(O)C(F)(F)F)n2ncnc2C1 (stereo unspecified),-8.1%
Cc1[nH]c(=O)[nH]c(=O)c1CSCC(=O)OCC(=O)c1ccc(Br)cc1,-1.2%
CNNC(=S)Nc1ccc(Cl)cc1,-2.3%
O=C(CC(NCc1cccnc1)C(=O)O)Nc1ccc(F)cc1 (stereo unspecified),-2.7%
Cc1cccc(NS(=O)(=O)c2cccc(C(=O)NCCCN3CCCC3=O)c2)c1,6.4%
O=C(C[C@@H]1C[C@@H]2c3cc(NC(=O)C4CCC4)ccc3O[C@@H]2[C@@H](CO)O1)NCc1ccc(Cl)cc1,-10.9%
CC(=O)N1CCC(N(CCN2CCOCC2)C(=S)Nc2ccc(C)c(C)c2)CC1,-12.6%
COc1cccc(CNC(=O)c2nn(-c3ccc(C)cc3)c(=O)c3c2c2ccccc2n3C)c1,-7.6%
C[C@@H]1CN([C@H](C)CO)C(=O)CCCn2cc(nn2)CO[C@H]1CN(C)C(=O)Nc1cccc(F)c1,0.5%
CC1CN(c2nc(N(C)c3ccccc3)nc(N)c2[N+](=O)[O-])CC(C)O1 (stereo unspecified),0.5%
Cc1ccccc1NC(=O)Cc1nc(COC(=O)c2ccc(Cl)c(S(N)(=O)=O)c2)cs1,7.3%
CCOc1ccc(C(=O)c2cn(CC(=O)Nc3ccc4c(c3)OCO4)c3ccc(OCC)cc3c2=O)cc1,8.2%
O=C(NCCc1ccccc1)c1ccc2c(c1)N(Cc1ccc(F)cc1)C(=O)c1ccccc1S2,-4.4%
Cc1ccc(C(=O)N[C@H](C(=O)OCc2cc(=O)oc3cc(C)ccc23)C(C)C)cc1,8.0%
COc1ccccc1-c1nnc(SCC(=O)O)n1-c1ccccc1,-0.5%
Cc1ccc(CNC(=O)c2ccc3c(=O)n(-c4ccccc4)c(=O)[nH]c3c2)cc1,5.1%
COc1cc(CNCCSc2nnnn2C)ccc1OCc1ccc(Cl)cc1Cl,-4.6%
Cc1cc(C(=O)Nc2cccc(-c3ccc(N4CCOCC4)nn3)c2)ccc1[N+](=O)[O-],-7.7%
Cc1ccc(S(=O)(=O)NCN2C(=O)c3ccccc3C2=O)cc1,-5.3%
CCN(CC)C(=O)C1CCCN(C(=O)c2ccc3nc(-c4cccc(OC)c4)oc3c2)C1 (stereo unspecified),-3.9%

# The list continues:
SMILES,aSyn tox rescue
CN(C)c1ccnc(Nc2ccc(O)cc2)c1C#N,0.4%
CCOc1ccc(NC(=O)CN(C)C(=O)c2ccc(C3SCCS3)cc2)cc1OCC,4.4%
CCN1CCN(c2cc3c(cc2F)c(=O)c(S(=O)(=O)c2cc(C)cc(C)c2)cn3CC)CC1,8.3%
CCN(CCO)c1ccc(NC(=S)Nc2cccc(S(=O)(=O)N(C)C)c2)cc1,3.6%
COc1ccc(/C=C2\SC(=O)N(CCCC(=O)Nc3ccc(C(=O)O)cc3)C2=O)cc1,-6.7%
Cc1cc(C)cc(-n2ccn(CC(=O)NCCc3ccccc3)c(=O)c2=O)c1,5.7%
COc1ccc(OC)c(NC(=O)Cn2c(=O)n(-c3cccc(C)c3)c(=O)c3c2c2cc(C)ccc2n3C)c1,-0.7%
CCCCCSc1nnc2c(n1)OC(CC)Nc1ccc(Br)cc1-2 (stereo unspecified),-1.3%
CCOC(=O)CCn1nc(C)c2c(C)n(-c3ccccc3)nc2c1=O,1.2%
CCCNC(=O)CCc1c(C)nc2nc(CNC(=O)c3ccccc3)nn2c1C,2.9%
Cc1cc(NC(=O)Nc2cccc(Cl)c2)n(-c2ccccc2)n1,-2.6%
C[C@@H]1CN([C@@H](C)CO)C(=O)c2cc(C#CC3CCCCC3)cnc2O[C@@H]1CN(C)S(=O)(=O)c1ccc(F)cc1,0.5%
Cc1ccc(-n2nc(C(=O)Nc3ccc(Cl)cn3)c3c4ccccc4n(C)c3c2=O)cc1,-1.4%
Cc1cc(C)cc(NC(=O)CSc2oc(-c3cccs3)nc2S(=O)(=O)c2ccc(Br)cc2)c1,1.5%
Cc1ccc(S(=O)(=O)N2CCN(C(=O)C3CCN(C(=O)c4ccc(F)cc4)CC3)CC2)c(C)c1,9.3%
CC(=O)c1ccc(OC(=O)c2ccc(-n3nc(C)cc3C)cc2)cc1,5.5%
CC(=O)Nc1ccc(S(=O)(=O)N2CCN(c3ccccc3)CC2)cc1,-8.6%
O=C(c1cc(S(=O)(=O)N2CCOCC2)c(Cl)cc1Cl)N1CCCCC1CO (stereo unspecified),2.6%
Cc1ccc(OCCCCn2cnc3ccccc32)cc1,9.2%
O=C(Nc1cc(S(=O)(=O)N2CCCCC2)ccc1N1CCCCC1)c1ccncc1,8.3%
O=C(CCc1nc2sc3c(c2c(=O)[nH]1)CCCC3)N1CCN(c2ccccc2)CC1,-9.8%
Cc1ccc(-n2c3nc(=O)[nH]c(=O)c-3cc3c(Cl)cccc32)cc1,-1.3%
CCC(C(=O)NCCc1cc(OC)ccc1OC)n1nc(C)c2sc3ccccc3c2c1=O (stereo unspecified),?
Cc1cc(NC(=O)CSc2n[nH]c(=O)[nH]c2=O)ccc1Br,-7.0%
CN1CCN(C2(CNC(=O)c3ccc(C(C)(C)C)cc3)CCCCC2)CC1,1.2%

# Following part
SMILES,aSyn tox rescue
Cc1ccc(S(=O)(=O)c2nc(-c3ccco3)oc2SCc2ccc(F)cc2)cc1,3.1%
COC(=O)C(CCSC)NC(=O)Cn1ncc2c([nH]c3ccccc32)c1=O (stereo unspecified),7.9%
CCC1(c2ccccc2)NC(=O)N(CC(=O)NNC(=O)c2ccc(F)cc2)C1=O (stereo unspecified),1.6%
COC(=O)c1ccc(OC)c(-c2c(OC)cc(OC)cc2OC)c1,-0.5%
Cc1nc2ccccc2c(=O)n1-c1ccc(F)c(NS(=O)(=O)c2ccccc2F)c1,1.6%
CC(=O)Nc1nnc(SCC(=O)NC2CC2)s1,4.2%
CN1CCn2cnc(C(=O)N3CCN(c4ccccc4)CC3)c2C1=O,-9.5%
CCOc1ccccc1NC(=O)C1CCN(S(=O)(=O)c2cccc3nonc23)CC1,-2.7%
CN(c1nnc(NC(=O)Nc2ccc(Br)cc2)s1)C1CCCCC1,-7.9%
COc1ccccc1CNC(=O)C(=O)NCC1OCCN1C(=O)c1ccc(Cl)cc1 (stereo unspecified),-6.8%
CN(C(=O)C1CCN(c2ncnc3c2nc2n3CCCCC2)CC1)c1ccccc1F,18.3%
Cc1cc(C)c2nc(NC(=O)c3ccc(S(=O)(=O)N4CCc5ccccc54)cc3)sc2c1,-8.2%
COc1cc(NC(=O)COC(=O)c2ccc3ccccc3n2)cc(OC)c1,2.0%
O=c1ccc2cc(S(=O)(=O)Nc3ccc(F)c(Cl)c3)ccc2[nH]1,-1.1%
Cc1c(C(=O)Nc2ccccc2)sc2nc(-c3cc4cc(Cl)ccc4oc3=O)[nH]c(=O)c12,-2.1%
Cn1ccnc1SCc1cccc([N+](=O)[O-])c1,-3.7%
Cc1c2cnn(CC(=O)NCCCN3CCCCC3)c(=O)c2c(C)n1Cc1ccccc1,-3.6%
Cc1cc(C)cc(NC(=O)c2cc(S(=O)(=O)N3CCC(C)CC3)cn2C)c1,-3.3%
O=C(Oc1ccccc1Cl)c1cc(-c2ccc3c(c2)OCCO3)on1,-13.6%
COc1cccc(CNC(=O)CSc2nc(=O)[nH]c3c2CCCC3)c1,-2.2%
COc1ccccc1NC(=O)n1ncc2c(C)cccc21,1.5%
Cc1ccc(Cl)cc1NC(=O)c1nnn(Cc2ccccc2)c1N,-5.0%
CCc1ccc(C(=O)NNC(=O)CCc2nc3ccccc3c(=O)[nH]2)cc1,-5.1%
CCOC(=O)c1ccc(-c2ccc(/C=C(\C#N)C(=O)Nc3ccc(C)cc3OC)o2)cc1,-8.1%
COC(=O)CC1c2cc(OC)c(OC)cc2CCN1C(=O)Nc1ccc(C)cc1Cl (stereo unspecified),-9.4%

# (more compounds)
SMILES,aSyn tox rescue
CCCC(=O)NC1CC(=O)N(c2ccc3c(c2)OCCO3)C1 (stereo unspecified),10.2%
O=C(NCC1CCCO1)c1cn(Cc2ccccc2Cl)nc1-c1ccccc1 (stereo unspecified),-2.7%
Cc1nn(CC(=O)NCc2ccc(N(C)C)cc2)c(=O)c2nn(-c3ccccc3)c(C)c12,1.2%
Cc1ccc(NC(=O)c2c(NC(=O)c3ccccc3Cl)sc3c2CCC3)cc1,-0.7%
COc1ccc(C(=O)Nc2sc(C)c(C)c2CN2CC(C)OC(C)C2)cc1 (stereo unspecified),8.5%
COC(=O)c1cccc(Nc2c(-c3cc(Br)ccc3O)nc3nc[nH]n23)c1,4.6%
Cc1cccc(-n2ccnc2CN2CCN(C(C)C)C(CCO)C2)c1 (stereo unspecified),4.6%
COc1cc(NC(=O)CSc2nc3nc(C)c(Cc4ccccc4Cl)c(C)n3n2)cc(OC)c1,4.2%
Cc1ccnc(NC(=O)C2CCN(S(=O)(=O)c3ccc(C)c(C)c3)CC2)c1,5.3%
COC(=O)c1ccc2c(=O)n(CCCCCC(=O)NCc3ccccc3)c(=O)[nH]c2c1,1.2%
COc1ccc(NC(=O)CCn2nc(-c3ccccc3OC)c3c(C)cc(C)nc32)cc1,28.1%
O=C(CCC1N=C2c3ccccc3N=C(SCc3ccccc3F)N2C1=O)NCc1ccccc1 (stereo unspecified),3.3%
COC(=O)c1ccc(NC(=O)COC(=O)C2CCC2)cc1,-0.5%
CCc1cnc2c(c1SCC(=O)N1CCC(C)CC1)c(=O)n(C)c(=O)n2C,6.3%
Cc1ccc(CNC(=O)COc2ccc(C(=O)c3ccc(F)cc3)cc2)cc1,-1.7%
CC(CNS(=O)(=O)c1ccc(Cl)cc1)n1cncn1 (stereo unspecified),-7.3%
CC(=O)c1ccc(NC(=O)C2CCCN2S(=O)(=O)c2ccc(C)cc2)cc1 (stereo unspecified),-6.2%
O=c1cc(O)c2ccc(O)cc2o1,-4.2%
Cc1ccc(C)c(Nc2nc3c(S(=O)(=O)c4ccc(Br)cc4)nnn3c3ccsc23)c1,-0.1%
CCOc1cc(C(=O)Nc2ccc(-c3cn4cccnc4n3)cc2)cc(OCC)c1OCC,-2.0%
CCN(CC(=O)Nc1ccccc1C(F)(F)F)C(=O)CCc1c(C)[nH]c(=O)c(C#N)c1C,-5.8%
COc1ccc(-c2cc(C(=O)N3CCCC3)no2)cc1OC,0.5%
COc1ccc(C2=NN(C(=O)CN3CCCCC3)C(c3ccc(OC)cc3)C2)cc1 (stereo unspecified),9.4%
Cc1cc(C)cc(C(=O)N2CC(=O)Nc3ccc(C)cc3C2c2ccccc2)c1 (stereo unspecified),14.3%
COc1ccc(-c2csc(NC(=O)CN3C(=O)NC4(CCCC4)C3=O)n2)cc1,6.9%

# Part of the list above, field by field.
> COc1ccc(-c2cc(C(=O)N3CCCC3)no2)cc1OC
  aSyn tox rescue = 0.5%

> COC(=O)c1cccc(Nc2c(-c3cc(Br)ccc3O)nc3nc[nH]n23)c1
  aSyn tox rescue = 4.6%

> COC(=O)c1ccc2c(=O)n(CCCCCC(=O)NCc3ccccc3)c(=O)[nH]c2c1
  aSyn tox rescue = 1.2%

# Looked up by compound from the list above, 4 records:
SMILES,aSyn tox rescue
CC(=O)c1ccc(NC(=O)C2CCCN2S(=O)(=O)c2ccc(C)cc2)cc1 (stereo unspecified),-6.2%
O=c1cc(O)c2ccc(O)cc2o1,-4.2%
CCCC(=O)NC1CC(=O)N(c2ccc3c(c2)OCCO3)C1 (stereo unspecified),10.2%
Cc1ccc(CNC(=O)COc2ccc(C(=O)c3ccc(F)cc3)cc2)cc1,-1.7%

# The list goes on.
SMILES,aSyn tox rescue
CCOC(=O)c1c[nH]c2c(C)ccc(Cl)c2c1=O,0.0%
Cc1cc(C)cc(OCC(=O)Nc2ccc(-c3nc4ccccc4o3)cc2)c1,6.4%
Cc1nc(SCC(=O)Nc2ccccc2F)[nH]c(=O)c1Cc1ccccc1,-13.1%
COc1cc(/C=N/N(C)C)cc(Br)c1O,-7.9%
COc1cccc2c1OCC(C(=O)OCc1cccnc1)=C2,11.6%
CC1=N/C(=C/c2cccnc2)C(=O)O1,8.1%
Cc1ccccc1NC(=O)CSc1ccc(-c2cccs2)nn1,0.6%
COc1ccc(NC(=O)CN2C(=O)c3cccnc3Sc3ccccc32)cc1OC,-2.6%
O=C(CSc1ncccn1)NC1CCCc2ccccc21 (stereo unspecified),-0.6%
CCc1ccc(NC(=O)CSc2ncc(S(=O)(=O)c3cc(C)ccc3C)c(=O)[nH]2)cc1,-2.7%
O=C(NCc1ccc(F)cc1)c1cc(Sc2ccc(F)cc2F)nc2ccccc12,-2.8%
Cc1ccc2c(c1)c1c(c(=O)n(Cc3ccccc3)c(=O)n1Cc1cccc(C(F)(F)F)c1)n2C,-2.0%
CCOC(=O)C(=O)C1=CN(Cc2ccccc2)C=C(C#N)C1,8.8%
CCCCN(C(=O)c1ccc(C#N)cc1)c1c(N)n(CCC)c(=O)[nH]c1=O,-10.4%
COc1ccccc1NC(=O)c1sc2ncn(Cc3ccccc3Cl)c(=O)c2c1C,5.9%
O=C(OCc1cc(=O)n2nc(-c3cccs3)sc2n1)c1ccc(Cl)cc1,-4.5%
Cc1nc(-c2ccc(F)cc2)sc1CCNC(=O)C(=O)Nc1ccc2c(c1)OCO2,11.7%
CSc1ncnc2c1ncn2CCCNCC1CCCCC1,6.9%
COC(=O)c1cc2sccc2n1Cc1c(C)cc(C)cc1C,-9.7%
Cc1cc(C)c(S(=O)(=O)c2cccc(Cl)c2)c(Cl)n1,4.9%
